# EP2 modulator: EP2 receptor (human) modulation | EP2-expressing cells, cAMP HTRF FRET, PGE2 co-stimulation | induction, % at 25 µM | 260,000 compounds, 0.83% hits;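 active means compounds whose cAMP rise, as percent of the full-agonist control response, exceeds 60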;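 further: rat C6 glioma line stably carrying human EP2 under a CMV promoter; the protocol text gives 20 µM as final concentration; 100% = response of wells given 1 µM PGE2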
# Target sequence (P43116 whole entry, looked up): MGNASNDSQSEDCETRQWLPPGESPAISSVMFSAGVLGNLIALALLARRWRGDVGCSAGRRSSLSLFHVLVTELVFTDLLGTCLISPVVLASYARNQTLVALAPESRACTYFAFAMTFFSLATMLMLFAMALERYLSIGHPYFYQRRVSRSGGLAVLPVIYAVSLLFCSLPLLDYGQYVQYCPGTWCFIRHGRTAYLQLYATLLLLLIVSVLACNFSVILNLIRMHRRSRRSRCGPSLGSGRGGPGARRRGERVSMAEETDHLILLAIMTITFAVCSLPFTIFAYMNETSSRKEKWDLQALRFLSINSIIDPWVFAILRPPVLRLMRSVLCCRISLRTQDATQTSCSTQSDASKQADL
# m-calpain inh: calpain II (pig) inhibition; inhibition, % at 16 µM; purified calpain II, fluorogenic peptide substrate, 30 min; AID 1236; 220,000 compounds, 0.37% hits;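 active means inhibition above about 50%, limit read from the data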
# Starred values were filed as active, the others as inactive; nt = not tested or not shown. Not all compounds are listed; rates above refer to the full screens.
# Every second line gives: EP2 modulator	m-calpain inh
- O=S(=O)(c1ccc(S(=O)(=O)N(Cc2ccccc2Cl)C2CC2)cc1)N1CCCCC1
→ 6	nt
- CCN(CC)CCN1C(=O)C(=O)/C(=C(\O)c2cc(C)ccc2C)C1c1cccnc1 (stereo not drawn)
→ -6	nt
- COc1ccccc1NC(=S)N(CCCO)Cc1cc2ccc(C)c(C)c2[nH]c1=O
→ -26	nt
- Cc1cc(NC(=O)COc2ccc3ccccc3c2)no1
→ -26	nt
- CCN(CCO)C[C@@H]1CCC[C@@H]2CCCC[C@H]21
→ -11	nt
- COc1cccc(-n2c(C)nnc2SCC(N)=O)c1
→ -4	nt
- COc1cc2c(c(OC)c1OC)-c1c(cc3c(c1O)OCO3)C[C@@H](C)[C@@H](C)C2
→ 11	-8
- N#Cc1ccc(C23CC4(C2)[C@H](CN(Cc2ccc(C(F)(F)F)cc2)[C@@H]4c2ccccc2)C3c2ccc(C(F)(F)F)cc2)cc1 (stereo partly drawn)
→ 3	-34
- C=CCNC(=O)c1ccc2c3n(nc2c1)-c1ccccc1CO3
→ -21	-99
- CC12CCC(=O)N1C(C(=O)Nc1cccc3ccccc13)CS2 (stereo not drawn)
→ -19	-4

# Every second line gives: EP2 modulator	m-calpain inh
- C[C@@H]1CC[C@H](O)/C=C/C(=O)O[C@H](C)CC[C@H](O)/C=C/C(=O)O1
→ 9	-8
- c1ccc(-c2ccc(CN3C[C@@H]4C(c5ccccc5)C5(c6ccccc6)CC4(C5)[C@H]3c3ccccc3)cc2)cc1 (stereo partly drawn)
→ 0	1
- S=C1NC[C@H](c2ccccc2)N1CCCCC1CCCCC1
→ 28	40
- CN1C(C(=O)NCc2cccc(Br)c2)CC2Cn3c(nc4cc5ccccc5cc43)C21 (stereo not drawn)
→ -8	-31
- COC(=O)[C@@]1(C)CC[C@]2(C)CC[C@@]3(C)C(=CC(=O)C4[C@@]5(C)CC[C@H](O)C(C)(C)[C@@H]5CC[C@]43C)[C@H]2C1 (stereo partly drawn)
→ 2	32
- CCOCCn1c(SCc2ccccc2)nc2c1c(=O)[nH]c(=O)n2C
→ 12	17
- COCCNC(=O)C1CC(c2cccc(F)c2)=NO1 (stereo not drawn)
→ -15	-17
- CC1(c2nnc(-c3ccccc3)o2)CC(c2cccnc2)=NO1 (stereo not drawn)
→ 1	-22
- CC1=C(CO)C(=O)OC([C@@H](C)C2CC[C@H]3C4C[C@H]5O[C@]56[C@@H](O)C=CC(=O)[C@]6(C)C4CC[C@]23C)C1 (stereo partly drawn)
→ 3	-45
- COc1cccc(CNC(=O)Cn2cc3c(n2)CCCCC3)c1
→ 16	3

# Every second line gives: EP2 modulator	m-calpain inh
- COC(=O)c1ccc(CN2[C@H](C(=O)OC)C[C@@]3(O)[C@@H](O)[C@@H](O)[C@@H](O)C[C@@H]23)cc1
→ -12	-14
- COC(C[C@H]1O[C@@H]1[C@H](O)COCc1ccccc1)OC
→ 21	17
- CCC(=O)N1CCC2(CC1)Oc1ccc(F)cc1C(=O)C21CC(c2ccccc2)=NO1 (stereo not drawn)
→ -12	-14
- Cc1ccc(SC[C@H](CC(C)C)N2CCN(CCc3ccccc3)CCC2=O)cc1
→ -6	30
- COc1ccc(CCNC(=O)C2CC3Cn4c(nc5cc(C)c(C)cc54)C3N2C)cc1 (stereo not drawn)
→ -10	-3
- CCSc1nnc(NC(=O)CCn2c(=O)oc3ccccc32)s1
→ 30	-20
- COc1cccc(C(=O)Nc2nnc(-c3ccc(Cl)cc3)o2)c1
→ 2	25
- Cc1ccc(S(=O)(=O)N2CCC(C(=O)N[C@@H](C)C(=O)NCCc3ccccc3)CC2)cc1
→ 16	4
- Cc1noc(C)c1S(=O)(=O)N1CCC(C(=O)N2CCC(N3CCCCC3)CC2)CC1
→ 13	11
- Cc1cccc(C)c1NC(=O)C1(NC(=O)c2cnccn2)CCCCC1
→ 19	7

# Every second line gives: EP2 modulator	m-calpain inh
- O=C(c1ccc2c(c1)OCO2)N1CCC2(CC1)Oc1ccc(Cl)cc1C(=O)C21CC(c2cccnc2)=NO1 (stereo not drawn)
→ 14	-69
- Cc1cc2nc3n(c2cc1C)CC1CC(C(=O)NCCc2cccs2)N(C)C31 (stereo not drawn)
→ 6	-8
- COC(=O)C1=C(C)N(Cc2ccccc2)C(=O)N[C@H]1c1cccs1
→ 12	-2
- COc1cc2oc(-c3ccc(O)cc3)cc(=O)c2c(O)c1OC
→ 22	-5
- C[C@H](NC(=O)c1nc[nH]c1C(=O)N1CCc2ccccc2C1)C(=O)OC(C)(C)C
→ -10	28
- C[N+](C)(C)C(Cc1ccccc1)C(=O)[O-] (stereo not drawn)
→ 14	25
- Cc1ccc(CNC(=O)C2CC3Cn4c(nc5cc(C)c(C)cc54)C3N2C)o1 (stereo not drawn)
→ 22	-31
- COc1cc(C2NC(=O)NC(C)=C2C(=O)OCc2ccccc2)ccc1O (stereo not drawn)
→ 4	-3
- COc1cccc(CN2C[C@]34C=C[C@@H](C[C@@H]3S2(=O)=O)O4)c1
→ -2	-1
- CC(C)c1cc(-c2cc(-c3ccc(Cl)cc3)on2)nc(NCC2CC2)n1
→ -3	9

# Every second line gives: EP2 modulator	m-calpain inh
- O=C(Nc1ccc(-c2csc(Nc3ccc(Cl)cc3)n2)cc1)c1cc([N+](=O)[O-])cc(C(F)(F)F)c1
→ -1	-68
- COc1ccccc1-n1nnnc1S(=O)(=O)Cc1ccc(Cl)cc1
→ -6	16
- C/C=C(\C)C(=O)Nc1cccc(C2=NOC3(C2)C[C@@H](C(N)=O)N(C(=O)c2cc([N+](=O)[O-])cc([N+](=O)[O-])c2C)C3)c1 (stereo partly drawn)
→ -2	-62
- COc1cc(CCCN2C(=S)NC[C@@H]2CC2CCCCC2)cc(OC)c1OC
→ -19	-4
- O=C(NC1CC1)C1=C[C@H](c2csc3ccccc23)C[C@H](OCc2ccc(CO)cc2)O1
→ -2	-27
- CCOc1ccc2nc(N3CCC(C(=O)N4CCN(c5ncccn5)CC4)CC3)sc2c1
→ 5	3
- COc1ccc(-c2ccc(C(C)=O)cc2)cc1[C@H]1[C@@H]2C=CCC[C@@]2(C)C(=O)N1Cc1ccccc1
→ 26	-62
- CC(C)NC(=O)c1ccc2c3n(nc2c1)-c1ccc(Cl)cc1CO3
→ -18	-19
- COc1ccc(C(CC(=O)N2CCOCC2)c2c(OC)cc(OC)c3c(-c4ccccc4)cc(=O)oc23)cc1 (stereo not drawn)
→ 6	-24
- CCc1ccc2[nH]c(=O)c(CN(CCN(CC)CC)C(=O)NC3CCCCC3)cc2c1
→ -4	-10

# Every second line gives: EP2 modulator	m-calpain inh
- Cc1nc(C(=O)NC2CCCCC2)sc1C1(C)CC(c2cccc([N+](=O)[O-])c2)=NO1 (stereo not drawn)
→ 26	-18
- Cc1ccc2c(c1)COc1c3ccc(C(=O)N4CCOCC4)cc3nn1-2
→ -5	-152
- C/C=C/C(=O)N1CC2(CC(c3cccc(NC(=O)CC)c3)=NO2)C[C@H]1C(N)=O (stereo partly drawn)
→ 15	27
- COC(=O)c1cccnc1-n1c(=O)c2cccnc2n(Cc2cccc(OC)c2)c1=O
→ 7	-3
- CC(O)[C@H]1CN=C(N)N1CCc1cc(C(F)(F)F)cc(C(F)(F)F)c1 (stereo partly drawn)
→ 0	-16
- Cc1cccc(NC(=O)c2nc[nH]c2C(=O)N[C@@H](Cc2ccccc2)C(=O)OC(C)(C)C)c1
→ 31	-6
- S=C1NC[C@H](Cc2ccccc2)N1CCc1cccc2ccccc12
→ 20	7
- CCC1=C(OC(=O)N(CC)CC)N2C(=O)OC(=NCC(=O)OC)[C@]2(Cc2ccccc2)[C@H]2C1=CC[C@H]1C(=O)N(CC(=O)OC)C(=O)[C@H]12
→ 20	-25
- CNc1ccccc1C(=O)OC
→ 13	-49
- CCCN1CCC(=O)N([C@H](CSc2ccc(OC)cc2)c2ccccc2)CC1
→ -1	-19

# Overlap with the part before: 7 compounds, then new ones.
# Every second line gives: EP2 modulator	m-calpain inh
- COC(=O)c1cccnc1-n1c(=O)c2cccnc2n(Cc2cccc(OC)c2)c1=O
→ 7	-3
- CC(O)[C@H]1CN=C(N)N1CCc1cc(C(F)(F)F)cc(C(F)(F)F)c1 (stereo partly drawn)
→ 0	-16
- Cc1cccc(NC(=O)c2nc[nH]c2C(=O)N[C@@H](Cc2ccccc2)C(=O)OC(C)(C)C)c1
→ 31	-6
- S=C1NC[C@H](Cc2ccccc2)N1CCc1cccc2ccccc12
→ 20	7
- CCC1=C(OC(=O)N(CC)CC)N2C(=O)OC(=NCC(=O)OC)[C@]2(Cc2ccccc2)[C@H]2C1=CC[C@H]1C(=O)N(CC(=O)OC)C(=O)[C@H]12
→ 20	-25
- CNc1ccccc1C(=O)OC
→ 13	-49
- CCCN1CCC(=O)N([C@H](CSc2ccc(OC)cc2)c2ccccc2)CC1
→ -1	-19
- COC(=O)[C@@H]1C[C@@]2(O)[C@@H](O)[C@@H](O)[C@@H](O)C[C@H]2N1Cc1ccc(Cl)cc1
→ 6	6
- O=S1(=O)[C@H]2C[C@@H]3C=C[C@]2(CN1Cc1ccc(C(F)(F)F)cc1)O3
→ -1	-17
- CCOc1ccc(OCc2cccc(C(=O)O)c2)cc1
→ 20	8
- COP1(=O)C[C@@H](O)[C@@H](O)[C@@H](COCc2ccccc2)O1 (stereo partly drawn)
→ -19	-7
- C=C1CCN(C(C)C(=O)OC)S(=O)(=O)c2ccccc21 (stereo not drawn)
→ 22	-4
- COc1ccc(-c2oc3cc(O)c(OC)c(O)c3c(=O)c2OC)cc1
→ 13	10
- COC(=O)Cn1c(CN2CCN(c3ccc(F)cc3)CC2)nc2c1c(=O)n(C)c(=O)n2C
→ 9	-9
- C=C(C)[C@@H]1CC=C(C(=O)O)CC1
→ 2	-7
- COC(=O)CCC(=O)OC1(C)C(=O)C2=CN(CC3CC3)C(c3ccc(OC)cc3)=CC2=C(Br)C1=O (stereo not drawn)
→ 6	-38
- CCn1c(=N)c(C(=O)NC)cc2c(=O)n3cccc(C)c3nc21
→ -25	-361

# Every second line gives: EP2 modulator	m-calpain inh
- O=C(OCC#Cc1c(COC(=O)c2ccccc2)nnn1Cc1ccccc1)c1ccccc1
→ 10	20
- C=CCCN(C(CC(C)C)C(=O)OC)S(=O)(=O)c1ccccc1Br (stereo not drawn)
→ -10	13
- C=C1CCN([C@@H](C)C(=O)NCc2ccc(OC)cc2)S(=O)(=O)c2ccccc21
→ 6	4
- C/C=C(/C)C(=O)Nc1cccc(C2=NOC3(C2)C[C@@H](C(N)=O)N(C(=O)[C@H]2CCC(=O)N2)C3)c1 (stereo partly drawn)
→ -9	-7
- COc1cc2ccc(=O)oc2c(CC=C(C)C)c1OC
→ 35	-86
- COC(=O)C1=C(C(=O)OC)[C@@H]2N(C)c3ccccc3[C@@]23C[C@@H](C(=O)OC)N(C(C)=O)C3=N1
→ 15	-3
- Cc1nc(C(=O)NC2CCOCC2)sc1C1(C)CC(c2ccccc2)=NO1 (stereo not drawn)
→ -9	-13
- CC1(c2nnc(-c3ccncc3)o2)CC(c2ccc([N+](=O)[O-])cc2)=NO1 (stereo not drawn)
→ -20	-4
- CCOC(=O)CN1C(=O)N(CC)C(C)=C(C(=O)OC)[C@@H]1c1ccccc1
→ -29	-5
- CCN1CCN(C(=O)C2CCN(S(=O)(=O)c3cccc4cccnc34)CC2)CC1
→ 3	21

# Every second line gives: EP2 modulator	m-calpain inh
- COc1ccc(SC[C@H](Cc2ccccc2)N2CCN(C)CCC2=O)cc1
→ -28	0
- COc1ccc([C@@H]2C[C@@H](c3ccccc3)Oc3cc(OC)c(OC)c(OC)c32)cc1
→ 26	-14
- Cc1nc(-c2ccc(Cl)cc2)sc1C1(C)CC(c2cccc(F)c2)=NO1 (stereo not drawn)
→ 5	10
- COC(=O)c1ccc(C23CC4(C2)[C@H](CN(Cc2ccc(-c5ccccc5)cc2)[C@@H]4c2ccccc2)C3c2ccc(C(F)(F)F)cc2)cc1 (stereo partly drawn)
→ 18	-44
- COc1cc(C(CCN2CCOCC2)c2c(OC)cc(OC)c3c2OC(=O)CC3c2ccc(N(C)C)cc2)cc(OC)c1OC (stereo not drawn)
→ 11	-62
- C[n+]1nc(Nc2cccc(F)c2)sc1-c1ccc(C(=O)O)cc1
→ 30	-1
- COc1ccc(CCNC(=O)c2cnccn2)cc1
→ 5	-45
- COC(=O)C1=C(C(=O)OC)[C@@H]2N(Cc3ccccc3)c3ccccc3[C@@]23C[C@@H](C(=O)OC)N(C(=O)CC(C)C)C3=N1
→ -2	21
- COc1ccc(-c2cccc([C@H]3[C@@H]4C=CCC[C@@]4(C)C(=O)N3Cc3ccccc3)c2)cc1
→ 0	19
- CC(C)NC(=O)c1onc(CSc2ccccn2)c1C(=O)NC(C)C
→ -3	-3

# Every second line gives: EP2 modulator	m-calpain inh
- CC(C)(C)OC(=O)[C@H](Cc1ccccc1)NC(=O)c1[nH]cnc1C(=O)Nc1ccc(Cl)cc1
→ 33	-19
- O=C(NCCC1=CCCCC1)c1ccc2c(=O)n3c(nc2c1)CCCCC3
→ 6	9
- C[C@H](NC(=O)c1[nH]cnc1C(=O)Nc1ccc(Cl)cc1)C(=O)OC(C)(C)C
→ 36	29
- NC(=O)[C@@H]1CC2(CC(c3cccc(NC(=O)COc4ccc(Cl)cc4)c3)=NO2)CN1C(=O)c1ccccc1 (stereo partly drawn)
→ -2	-27
- N#Cc1c(N)c(C#N)c(-c2ccc3c(c2)OCO3)c2c1CCCC2
→ 17	-126
- CCN1CCN(Cc2ccc(NC(=O)c3cc(NC(=O)c4cc(-c5ccc(OC)cc5)n[nH]4)cc(OC)c3)cc2C(F)(F)F)CC1
→ -27	-56
- O=C(NC1CCCCC1)N1CCC(n2c(=O)[nH]c3ccccc32)CC1
→ 5	3
- COC(=O)[C@@H]1C[C@@]2(O)[C@H](O)[C@H](O)[C@H](O)C[C@H]2N1Cc1cc(F)ccc1F
→ 14	-2
- CC(C)=CCCC1(C)C=Cc2c(c(C)cc3c2[nH]c2cc(O)ccc23)O1 (stereo not drawn)
→ 14	-3

# Assay outcomes from PubChem.
